Screening results (PubChem BioAssay)
Growth percent in the NCI-60 one-dose screen (48 h, 10 µM unless noted): 100 = growth as untreated, 0 = no growth, -100 = all killed.
DU-145 – DU-145 prostate cancer; 81,000 tested, 4.2% active
RXF 393 – RXF 393 renal cancer cells. 77,000 tested, 6.9% active
SN12C – SN12C renal cancer cells | 81,000 tested, 3.8% active
CAKI-1 – CAKI-1 renal cancer. 75,000 tested, 4.7% active. AID 1794772
TK-10 – TK-10 renal cancer cells; 81,000 tested, 3.9% active
786-0 – 786-0 renal cancer cells | 81,000 tested, 5.1% active
A498 – A498 renal cancer cells; 76,000 tested, 5.4% active; AID 1794774
ACHN – ACHN renal cancer; 81,000 tested, 4.9% active
UO-31 – UO-31 renal cancer | 81,000 tested, 5.2% active | AID 1794768
* = called active by the depositor; . = not tested or not shown; & = joins results of further samples. Rule for the calls: active = growth percent below 10; inactive = the rest.

SMILES	DU-145	RXF 393	SN12C	CAKI-1	TK-10	786-0	A498	ACHN	UO-31
CCN(CC)c1ccc2c(c1)Cc1ccccc1-2	104	112	102	100	107	101	94	114	98
CC(=O)Nc1ccc(Br)cc1	96&117	97&99	100&100	90&97	102&106	108&101	120&79	95&101	86&90
CCC(C)(O)C#CC#CC(C)(O)CC (stereo not given)	124	114	101	.	99	111	96	110	96
Cc1sc2nc(N3CCc4ccccc4C3)[nH]c(=O)c2c1C	104	104	95	.	105	95	89	105	106
CC(=O)Nc1ccc(S(=O)(=O)c2ccc(NC(=S)Nc3ccc(S(=O)(=O)c4ccc(NC(C)=O)cc4)cc3)cc2)cc1	111	106	91	.	113	109	87	100	83
Nc1ncnc2scnc12	118	.	101	96	.	104	95	101	101
CC(=O)Nc1ccc(/C=C2\SC(=S)N(/C=C(/C#N)S(=O)(=O)c3ccc(C)cc3)C2=O)cc1	109	97	95	104	105	101	82	103	78
O=C(c1cc2cccnc2n1-c1ccc(Cl)c(Cl)c1)N1CC(C(F)(F)F)C1	99	104	95	71	95	93	85	84	59
c1ccc2c(c1)nc(-c1c[nH]c3ccccc13)c1[nH]ccc12	91	95	72	64	112	92	61	79	40
CCOC(=O)Cn1cnc2cc(C)c(C)cc21	115	98	104	102	114	100	128	100	91
O=C(Nc1ccc(Oc2cccc(Cl)c2)c(Cl)c1)c1ccnnc1	84	120	83	66	83	86	72	74	64
Clc1ccc(-c2nnc3ccc(N/N=C/c4ccccc4)nn23)cc1	76	82	93	95	92	85	91	95	74
COC(C(=O)O)c1ccccc1 (stereo not given)	111	118	110	113	99	108	113	100	90
Cn1c(C2=CC(=O)c3ccccc3C2=O)c(C2=CC(=O)c3ccccc3C2=O)c2ccccc21	118	142	93	100	105	101	104	105	87
CC1(O)OC(COc2ccc(Cl)cc2)COC1O (stereo not given)	108	107	101	90	108	105	100	103	.
CN(C)Cc1c(OC(=O)c2ccc(N)cc2)ccc2ccccc12	111	113	104	88	130	111	74	96	74
COC1OC2COC(c3ccccc3)OC2C(=O)C1NC(=O)c1ccccc1 (stereo not given)	96	122	97	89	108	109	116	99	72
NC(Cc1ccccc1)S(=O)(=O)O (stereo not given)	108	105	108	.	94	95	89	106	90
O=S1(=O)N=C(N=Cc2c(O)[nH]c3ccccc23)c2ccccc21	113	112	103	89	136	104	117	89	65
N#Cc1c(-c2ccc(Cl)cc2)nc(NN=Cc2ccco2)nc1N1CCOCC1	85	52	82	63	69	74	-20*	77	27
CCC(CC)NCCNc1cc(OC)cc2cccnc12	130	107	109	96	.	106	85	99	77
O=c1[nH]c2cc(O)ccc2c2ccccc12	88	106	79	78	94	116	102	102	86
CCCOCc1cn[nH]n1	108	109	105	104	102	102	100	110	92
CNc1ccc(Cl)cc1-c1n[nH]c(=O)[nH]c1=O	106	.	110	89	.	104	104	89	60
N#Cc1c(-c2ccccc2Cl)c2ccc3ccccc3c2oc1=O	98	99	83	93	.	89	105	81	72

Some values from the results shown.
Value for c1ccc2c(c1)nc(-c1c[nH]c3ccccc13)c1[nH]ccc12 in ACHN: 79
Value for COC(C(=O)O)c1ccccc1 (stereo not given) in RXF 393: 118

Following part:
SMILES	DU-145	RXF 393	SN12C	CAKI-1	TK-10	786-0	A498	ACHN	UO-31
C/C(=C(/c1ccc(Cl)cc1)c1ccc(OCCN(C)C)cc1)c1ccc(Cl)cc1	97	127	106	95	95	97	109	106	91
COC(=O)CC[C@@H](C)[C@H]1CC[C@H]2[C@@H]3CC[C@@H]4C[C@@H](Nc5c([C@@H](C)[C@H]6CC[C@H]7[C@@H]8CCC9=CC(=O)CC[C@]9(C)[C@H]8CC[C@]67C)nc6ccc(Cl)cn56)CC[C@]4(C)[C@H]3CC[C@]12C	110	.	104	86	113	105	125	99	70
COc1c2c(c(OC)c3c(=O)ccoc13)OCO2	108	106	100	103	99	99	95	108	88
ON=C1CCCCC1	108	115	102	95	105	102	85	107	92
O=C1C(Cl)=C(Nc2ccccc2)C(=O)c2ccccc21	87	-89*	-73*	-84*	172	32	47	-87*	-42*
COc1ccc(C2=NN(C(=O)c3cc(-c4ccccc4)nc4ccccc34)C(c3cc(-c4ccccc4)nn3-c3ccccc3)C2)cc1 (stereo not given)	77	91	73	79	86	77	81	67	76
Cc1cc(NS(=O)(=O)c2ccccc2)ccc1NS(=O)(=O)c1ccccc1	103	128	96	100	99	.	104	101	79
C[C@]12CCC(=O)C=C1[C@@H](O)C[C@@H]1[C@@H]2[C@@H](O)C[C@@]2(C)[C@H]1CC[C@]2(O)C(=O)CO	104	138	77	99	117	105	99	99	82
COC(=O)c1cc2oc(/C=N\NC(=O)c3cc4oc(C)c(C)c4[nH]3)cc2[nH]1	147	101	120	81	132	107	115	104	95
CC(=C(c1ccc(OCCCN(C)C)cc1)c1ccc(OCCCN(C)C)cc1)c1ccccc1	-100*	-97*	-97*	-100*	-92*	-44*	-86*	-99*	-100*
CCCCCCCCCCCCCOC(=O)c1c(C)[nH]c(/C=C2\N=C(c3ccc[nH]3)C=C2OC)c1C	29	28	41	-7.5*	34	22	10	8.1*	-54*
O=NC1C2C=CC(C2)C1Cl (stereo not given)	108	.	104	.	92	96	120	106	87
Cc1ccc2nc(NC(=O)Nc3cccc(Cl)c3)sc2c1	118	121	103	91	114	107	144	105	82
CC(=O)n1ccc2nc(Cl)nc(Cl)c21	101	108	97	87	116	105	121	99	81
CCOC(=O)/C(C#N)=C/c1ccc(OC)cc1	111	106	102	98	104	98	69	102	98
CCOC(=O)C1=C(c2ccccc2)N=C2SC3C(=NN(c4ccccc4)C3c3ccc(Br)cc3)N2C1c1ccc(OC)cc1 (stereo not given)	102	96	92	76	109	97	47	108	78
COc1nc2ccc(C)cc2cc1-c1nc2c(cnn2-c2ccccc2)c(=O)[nH]1	97	89	98	87	109	95	73	94	69

Part of the list above in order of number of heavy atoms, ascending.
SMILES	DU-145	RXF 393	SN12C	CAKI-1	TK-10	786-0	A498	ACHN	UO-31
ON=C1CCCCC1	108	115	102	95	105	102	85	107	92
O=NC1C2C=CC(C2)C1Cl (stereo not given)	108	.	104	.	92	96	120	106	87
CC(=O)n1ccc2nc(Cl)nc(Cl)c21	101	108	97	87	116	105	121	99	81
O=c1[nH]c2cc(O)ccc2c2ccccc12	88	106	79	78	94	116	102	102	86
CCOC(=O)/C(C#N)=C/c1ccc(OC)cc1	111	106	102	98	104	98	69	102	98
COc1c2c(c(OC)c3c(=O)ccoc13)OCO2	108	106	100	103	99	99	95	108	88
O=C1C(Cl)=C(Nc2ccccc2)C(=O)c2ccccc21	87	-89*	-73*	-84*	172	32	47	-87*	-42*
Cc1ccc2nc(NC(=O)Nc3cccc(Cl)c3)sc2c1	118	121	103	91	114	107	144	105	82
N#Cc1c(-c2ccccc2Cl)c2ccc3ccccc3c2oc1=O	98	99	83	93	.	89	105	81	72
COC(=O)c1cc2oc(/C=N\NC(=O)c3cc4oc(C)c(C)c4[nH]3)cc2[nH]1	147	101	120	81	132	107	115	104	95
C/C(=C(/c1ccc(Cl)cc1)c1ccc(OCCN(C)C)cc1)c1ccc(Cl)cc1	97	127	106	95	95	97	109	106	91
CC(=C(c1ccc(OCCCN(C)C)cc1)c1ccc(OCCCN(C)C)cc1)c1ccccc1	-100*	-97*	-97*	-100*	-92*	-44*	-86*	-99*	-100*
CCCCCCCCCCCCCOC(=O)c1c(C)[nH]c(/C=C2\N=C(c3ccc[nH]3)C=C2OC)c1C	29	28	41	-7.5*	34	22	10	8.1*	-54*
CCOC(=O)C1=C(c2ccccc2)N=C2SC3C(=NN(c4ccccc4)C3c3ccc(Br)cc3)N2C1c1ccc(OC)cc1 (stereo not given)	102	96	92	76	109	97	47	108	78
COc1ccc(C2=NN(C(=O)c3cc(-c4ccccc4)nc4ccccc34)C(c3cc(-c4ccccc4)nn3-c3ccccc3)C2)cc1 (stereo not given)	77	91	73	79	86	77	81	67	76
COC(=O)CC[C@@H](C)[C@H]1CC[C@H]2[C@@H]3CC[C@@H]4C[C@@H](Nc5c([C@@H](C)[C@H]6CC[C@H]7[C@@H]8CCC9=CC(=O)CC[C@]9(C)[C@H]8CC[C@]67C)nc6ccc(Cl)cn56)CC[C@]4(C)[C@H]3CC[C@]12C	110	.	104	86	113	105	125	99	70
